Compound activity: PubChem BioAssay, National Center for Advancing Translational Sciences (NCATS)
ATXN viability – reduces viability in counter-screen for ATXN expression inhibitors; S2 cells (HEK-293 line with an ATXN2-luciferase reporter) viability, CellTiter-Fluor protease fluorescence, 24 h; Potency, µM (doses to about 56.7 µM), most hits filed as cytotoxic; hit rate 0.49% among 400,000; AID 651635; also: potency is read from the fitted curve at half-maximal effect; nearly all actives have a fitted effect of over 40% in size
HT1080 IDH1KD tx – toxicity to HT-1080 IDH1 knockdown cells (counter line) | HT-1080 IDH1 knockdown viability, ATP luminescence, 48 h | Potency, µM (series often up to 46.1 µM), without a hit: top-dose activity, negative = toxicity, hits mostly cytotoxic | hit rate 2% among 360,000 | AID 686971;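 also: potency is read from the fitted curve at half-maximal effect; 0% = DMSO wells and -100% = cell-free medium wells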
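Knockdown cells (IDH1KD HT-1080) received compounds 2 h after plating at 750 cells/well and were kept 48 h at 37 °C in 5% FBS RPMI. A CellTiter-Glo luminescence read gave % activity for curve fitting.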
IL1B secr inh – inflammasome signaling inhibition, IL-1 beta readout | THP-1 LPS/ATP IL-1B secretion, AlphaLISA, 16 h; hits give low values | activity change, % at 57.5 µM | hit rate 4.7% among 360,000 | AID 743279; in the data active = activity change below about -50%; inconclusive = mostly about -30% to -49%; also: % is scaled to controls: 0 for no effect and ±100 for the full control effect
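THP-1 cells pretreated 1 hr with compounds (up to 57.5 uM final), then stimulated with LPS (250 ng/mL final) plus ATP (1.25 mM final); secreted IL-1B measured by AlphaLISA after 16 hr, decreased signal indicating inhibition.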
HepG2 tox – counter-screen for TGF-b inhibitors: cytotoxicity in HepG2 cells; HepG2 CAGA-GFP viability, ATP luminescence, 18 h; Potency, µM (highest dose often 46.1 µM), for the others: top-dose activity change, negative = cytotoxicity, hits mostly cytotoxic; hit rate 0.76% among 410,000; AID 588856; also: potency is read from the fitted curve at half-maximal effect; some results filed as inactive show a strong effect at the top dose
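CellTiter-Glo luminescence gave cytotoxicity after 18 hours at 37 degrees C. The cells were HepG2 CAGA-GFP in 1% FBS DMEM, stimulated with 500 pg/mL TGF-beta after compound addition. %Activity was normalised to no-cell wells (complete cell-killing) and DMSO (no toxicity), and curves were fitted and classified.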
KB-3-1 tox – kills parental KB-3-1 adenocarcinoma cells; hit rate 1.4% among 400,000; Potency, µM (highest dose often 46.1 µM), for inactives: top-dose activity change, negative = cytotoxic, hits mostly cytotoxic; KB-3-1 viability, CellTiter-Glo ATP luminescence, 72 h; also: potency is read from the fitted curve at half-maximal effect; % is scaled to controls: 0 for no effect and ±100 for the full control effect; nearly all actives have a fitted effect of over 60% in size
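KB-3-1 cells, DMEM (no phenol red) + 10% FBS; compound by pin transfer, 72 h, 37 °C. Readout: CellTiter-Glo luminescence after 10 min. Data normalized, curve-fitted.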
SW480 rereplic – induces DNA re-replication in SW480 colon adenocarcinoma cells; hit rate 1.8% among 340,000; SW480 DNA re-replication, Hoechst DNA content imaging, 48 h; Potency, µM (doses to about 46.1 µM), for inactives: top-dose re-replication activation, usual class: activators; also: potency is read from the fitted curve at half-maximal effect; % of control where 0% means no effect; nearly all actives have a fitted effect of over 55% in size
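250 cells/well; 23 nL cpd via pin tool; 48 hr, 37 C, 5% CO2; Hoechst 40 min; imager read of total nuclear intensity, ex 405/em 500-530 nm.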
HT1080NT lethal – kills 2HG-producing HT-1080-NT fibrosarcoma cells; HT-1080-NT fibrosarcoma viability, CellTiter-Glo ATP luminescence, 48 h; Potency, µM (doses to about 46.1 µM), inactives show at the top dose activity, negative = less viability, usual class: cytotoxic; hit rate 1.6% among 360,000; AID 686970;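 also: NT is the 2HG producing partner of a matched IDH1 knockdown line; potency is read from the fitted curve at half-maximal effect; 0% = DMSO-treated cells and -100% = media-only wells without cells; nearly all actives have a fitted effect of over 55% in size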
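A 48-hour cytotoxicity screen used HT-1080-NT cells plated 2 hours before compound delivery. ATP-based CellTiter-Glo luminescence measured viability, normalized to DMSO and no-cell controls.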
MCF10A rereplic – induces DNA re-replication in MCF 10a normal breast cells; MCF 10A DNA re-replication, Hoechst nuclear intensity, 48 h; Potency, µM (titrated, usually from 46.1 µM), for inactives: at the highest dose activity, positive = re-replication, most hits filed as activators; hit rate 2.9% among 350,000; AID 624296; also: potency is read from the fitted curve at half-maximal effect; % of control where 0% means no effect; nearly all actives have a fitted effect of over 50% in size
ATXN2 expr inh – reduces ATXN2 reporter expression in HEK-293 cells | HEK-293 ATXN2-luciferase reporter, luminescence, 24 h | hit rate 0.72% among 360,000 | Potency, µM (highest dose often 57 µM), for inactives: at the top dose activity change, negative = inhibition, most hits filed as inhibitors; also: potency is read from the fitted curve at half-maximal effect; % is scaled to controls: 0 for no effect and ±100 for the full control effect; nearly all actives have a fitted effect of over 55% in size
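ATXN2-luciferase reporter cells (luciferase flanked by upstream and downstream ATXN2 gene portions) were treated 24 h at 37 °C with compounds at up to 57 uM. SteadyGlo luminescence gave expression; GF-AFC fluorescence gave viability.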
Starred values were filed as active, the others as inactive; i = inactive; ? = inconclusive; . = not tested or not shown; & = joins results of further samples; [ ] = remark or other dose. Unless noted, calls follow the shape of the dose curve; as a rule, active = well fitted curve in the direction sought with a large enough effect; inconclusive = small, poorly fitted or top-dose-only effect, or another doubt; inactive = no such curve, though single readings can be large; an effect the other way counts as inactive or inconclusive.

SMILES	ATXN viability	HT1080 IDH1KD tx	IL1B secr inh	HepG2 tox	KB-3-1 tox	SW480 rereplic	HT1080NT lethal	MCF10A rereplic	ATXN2 expr inh
O=c1cc2ncc(-c3[nH]ncc3[N+](=O)[O-])cn2[nH]1	i	0%	0	-7%	2%	-15%	7%	-11%	-11%
O=C1CCCc2c1[nH]c1ccc(Br)cc21	i	0%	0	-1%	0.65µM*	-3%	0%	12%	14%
CN(C(=O)Cn1nnc(-c2cccc(C(F)(F)F)c2)n1)C1CCCCC1	i	13%	-22	-4%	-3%	-3%[9.22 µM]	12%	1%	4%
CC(=O)c1ccc(NC(=O)c2nc3nc(C)cc(C(F)F)n3n2)cc1	i	.	.	-1%	9%	.	.	.	16%
CCOc1ccc(/C(O)=C2/C(=O)C(=O)N(CCOCCO)C2c2ccccn2)cc1 (configuration not stated)	i	4%	23	6%	10%	-5%	11%	2%	17%
CCOc1ccc(-c2nc(CSCC(=O)NCCc3ccccc3)c(C)o2)cc1	i	.	.	-17%	2%	.	.	.	6%
Cc1cc(C)c2c(=O)cc(C(=O)Nc3ccccc3Cl)oc2c1	i	.	.	1%	16%	.	.	.	3%
COc1ccccc1N1CCN(C(=O)CCn2c(=O)[nH]c3ccsc3c2=O)CC1	?	11%	33	-2%	12%	0%	19%	-7%	2%
S=C1NCCN1CC1CCN(CCC23CC4CC(CC(C4)C2)C3)CC1	i	-2%	?	-5%	3%	12%	-2%	?	0%
CCCC[C@@H]1CCCO[C@@](C(=O)NCc2ccc(C)o2)(C(F)(F)F)C1	i	0%	7	2%&-21%	18%	-13%	-3%	7%	-4%
C#CCNC(=O)C[C@@H]1C[C@@]2(C(=O)OC)CCCCC=C2N(Cc2ccccc2)C1=O	i	15%	5	.	10%	.	26%	.	2%
CS(=O)(=O)c1ccc(C(=O)Nc2ccc(N3CCCCC3)cc2)c(Cl)c1	i	-1%	11	2%	22%	-7%	-10%	-5%	-1%[11.3 µM]
Cc1cccc(-n2ccnc2CN2CCC(CO)(Cc3ccccc3)CC2)c1	i	7%	-1	-21%	1%	-5%	4%	3%	.
CCOc1ccccc1OCc1nn2c(COc3ccccc3)nnc2s1	i	6%	-5	-4%	-12%	2%	7%	?	-3%
CCN(CC)CCN(Cc1cc2cc3c(cc2[nH]c1=O)OCCO3)C(=S)NC	i	-4%	-25	-16%	0%	-3%	0%	-1%	-11%
Cc1sc2nc(CSc3ccccc3)nc(N3CCOCC3)c2c1C	i	-6%	-14	-2%	-5%	7%	0%	?	0%
CN(C)S(=O)(=O)c1ccc(N2CCCC2)c(C(=O)OCC(=O)NC2(C#N)CCCCC2)c1	i	-8%	-2	-1%	3%	2%	-10%	1%	-4%
CCc1c(C)nc2nncn2c1NCc1ccccc1	i	.	.	-17%	-16%	.	.	.	-29%
COc1ccc(N2C(=O)CN=C2Nc2nc(C)cc(C)n2)cc1OC	i	19%	-17	0%	1%	-4%	3%	-3%	-2%
Cn1c2ccccc2n2c(=O)c(=O)n(CC(=O)c3ccc(F)cc3)nc12	i	-1%	5	-5%	1%	11%	?	-6%	1%
Clc1ccccc1CNCC1CCCO1 (configuration not stated)	i	25%	-4	2%	2%	0%	-1%	-1%	-16%
NS(=O)(=O)c1ccc(CNC(=O)c2ccc(NS(=O)(=O)c3ccc4[nH]c(=O)[nH]c4c3)cc2)cc1	i	-2%	8	21%	11%	-180%[inhibitor]	5%	-2%	-3%
Cc1ccc(C)c(C(=O)COC(=O)C2CCN(c3ccc(C(F)(F)F)cn3)CC2)c1	i	-3%	7	-7%	2%	1%	-4%	-1%	-11%
CCc1ccc(NC(=O)COC(=O)c2cccs2)cc1	i	17%	-15	-5%	8%	-8%	17%	-3%	-1%
COc1cc(OC)cc(C(=O)N[C@H](C(=O)OCC(=O)NC(C)c2ccccc2)C(C)C)c1 (some centres not stated)	i	-5%	0	-10%	6%	0%	1%	0%	2%

Just KB-3-1 tox, for 2 of the compounds above:
| molecule | KB-3-1 tox |
| --- | --- |
| O=c1cc2ncc(-c3[nH]ncc3[N+](=O)[O-])cn2[nH]1 | 2% |
| O=C1CCCc2c1[nH]c1ccc(Br)cc21 | 0.65µM* |

The listing continues:
SMILES	ATXN viability	HT1080 IDH1KD tx	IL1B secr inh	HepG2 tox	KB-3-1 tox	SW480 rereplic	HT1080NT lethal	MCF10A rereplic	ATXN2 expr inh
CCCOc1ccccc1C(=O)NCCCC(=O)O	i	15%	38	3%	0%	-2%	6%	36%	-6%
COc1ccc(C2=NS(=O)(=O)N(C)C(C(=O)N3CCCCC3)=C2)cc1OC	?	-11%	0	-23%	5%	-10%	3%	6%	8%
O=C(Cn1cnc(S(=O)(=O)N2CCCC2)c1)Nc1ccccc1	i	-7%	?	-6%&2%	-9%&17%	-19%	-6%	-2%	6%&-8%
NC(=S)N/N=C/c1ccc2ccccc2c1	i	2%	7	3%	0%	0%	-2%	-1%	5%
COc1ccc(C(CC(=O)N2CCOCC2)c2c(OC)cc(OC)c3ccc(=O)oc23)cc1 (configuration not stated)	?	7%	13	-10%&-3%	-3%	3%[9.22 µM]	-2%	5%	8%
O=C(NCCN1CCOCC1)c1ccc(Cl)c([N+](=O)[O-])c1	i	-3%	-17	2%	-4%	1%	-10%	-10%	-6%
O=C(NC1CCCCCC1)c1ccc2c(=O)n3c(nc2c1)CCCCC3	i	-17%	-6	2%	?	-5%	-4%	8%	-3%
CC(=O)c1ccc(N2CCN(S(=O)(=O)c3cn(C)c(C)n3)CC2)cc1	i	-7%	i	0%	2%	-35%[inhibitor]	-12%	8%	4%
CCCNC(=O)COC(=O)c1ccc(S(=O)(=O)N2CCCC2)cc1	i	2%	7	13%	4%	6%	4%	-13%	1%
COc1cc2ccccc2cc1C(=O)Nc1ccc2oc(-c3cccc(C)c3)nc2c1	i	.	.	-5%	1%	.	.	.	17%
COc1ccccc1/C=N/NC(=O)CC(=O)NCc1cccnc1	i	1%	0	-25%	-1%	-3%	11%	1%	-15%
Cc1ccc(CN(Cc2ccco2)C(=O)COc2ccccc2C)cc1	i	.	.	-58%	-1%	.	.	.	-29%
O=[N+]([O-])c1ccc(Sc2ccc(F)cc2)nc1	i	0%	?	-26%	9%	-8%	10%	1%	3%
O=C(NC12CC3CC(CC(C3)C1)C2)c1cccnc1Cl	i	8%	0	16%	22%	-5%	4%	?	17%
COCc1c(C(=O)N/N=C(\C)c2ccc(Cl)s2)nnn1-c1nonc1N	i	12%	23	2%	6%	4%	4%	-1%	-2%
Cc1nn(-c2ccc(C(=O)NCC(c3ccco3)N3CCCC3)cc2)c(C)c1Cl (configuration not stated)	?	-1%	?	-28%	-1%	19%	-7%	?	-12%
Nc1ccc(C(=O)Oc2ccc([N+](=O)[O-])cc2)cc1	i	0%	0	-9%	4%	1%	2%	-5%	.
CSc1nc2sc3c(c2c(=O)n1-c1ccccc1)CCC(C(C)(C)C)C3 (configuration not stated)	i	.	.	-20%	-6%	.	.	.	14%
O=C1CSC(=Nc2ccccc2)N1	i	3%	11	-33%	-4%	-18%	13%	1%	1%
CCOc1cc(-c2noc(CCC(=O)NC3CCCCC3)n2)ccc1OC	i	1%	-7	2%	9%	6%	-11%	-1%	-4%
CCOC(=O)c1sc(-c2ccccc2)cc1NC(=O)Nc1ccc([N+](=O)[O-])cc1	i	12%	15	-4%	?	-11%	2%	-4%	-4%
COC(=O)C1CC(=O)c2sccc2C1 (configuration not stated)	i	23%	68	3%	?	-1%	12%	4%	3%
COc1cccc(C(C2C(=O)CC(C)(C)CC2=O)C2C(=O)CC(C)(C)CC2=O)c1	?	15%	13	-2%	1%	-10%	-3%	-6%	.
O=C(CSc1ccccc1)N1CCN(S(=O)(=O)c2cccs2)CC1	i	5%	-7	-5%	6%	-1%	18%	1%	5%
Cc1ccc2nc(COc3ccc(Cl)cc3)cc(=O)n2c1	i	1%	-1	-2%	2%	-12%	2%	-2%	20%

New compounds follow
SMILES	ATXN viability	HT1080 IDH1KD tx	IL1B secr inh	HepG2 tox	KB-3-1 tox	SW480 rereplic	HT1080NT lethal	MCF10A rereplic	ATXN2 expr inh
ONC(=Nc1ccccc1)c1ccccc1Cl	i	17%	10	-9%	1%	?	3%	-114%[0.0737 µM]	3%
Cc1nc2c(-c3ccccc3)c(C)nn2c(C)c1CCC(=O)N1CCN(c2ccccc2)CC1	i	.	.	-1%	5%	.	.	.	-6%
CNS(=O)(=O)c1cccc(C(=O)OCC(=O)NC(C)CCc2ccccc2)c1 (configuration not stated)	i	0%	15	-3%	10%	-9%	8%	4%	.
O=C1CC(N2CCN(S(=O)(=O)c3ccc([N+](=O)[O-])cc3)CC2)C(=O)N1c1ccccc1F (configuration not stated)	i	0%	16	-7%	-6%	3%	-3%	-5%	4%
CC1Cc2ccccc2N1C(=O)CSC1=NCCS1 (configuration not stated)	i	-5%	-20	-10%	4%	-3%	10%	8%	106%[activator]
COC(=O)C[C@H](NC(=O)Cn1cnc2c(SC)nc(N)nc21)C(=O)OC	i	3%	26	-6%	0%	-2%	8%	6%	5%
COC(=O)c1cccc(NC(=O)CSc2nc3cccnc3n2C)c1	?	-27%	?	1%	-25%	0%	-17%	23%	-21%
Cc1c(Cl)cccc1NC(=O)CSc1ncc2c(n1)-c1ccccc1N(C)S2(=O)=O	i	.	.	4%	-26%	.	.	.	-24%
CCOc1ccc(-n2c(=S)sc3c(=O)[nH]c(SCC(=O)C(C)(C)C)nc32)cc1	i	?	36	-9%	-11%	5%	-23%	?	-10%
O=C(Nc1ccccc1)C1=C[C@H](c2coc3ccccc3c2=O)C[C@H](OCc2ccc(CO)cc2)O1	?	5%	?	-9%	7%	-49%[inhibitor]	-3%	?	-13%
